Source: PubChem (The Scripps Research Institute Molecular Screening Center)
Tn6 DDE FP – inhibitors of Tn6 peptide binding to fibrin DD(E), primary screen, biochemical, fluorescence polarization, human fibrin, Tn6 probe; Fibrinogen beta chain (Homo sapiens), P02675; Fibrin DD(E) TRITC-Tn6 fluorescence polarization displacement; inhibition, % at 8.3 µM; 370,000 compounds, 0.21% hits;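 active = inhibition above a per-campaign cutoff: mean of compounds within control limits plus 3 SD, cut at about 15% in these data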;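 also: 0% = median of all compound wells on the plate and 100% = blocking peptide control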
PLC-beta3 inh – human PLC-beta3 inhibitors, primary screen, biochemical, fluorescence | 1-phosphatidylinositol 4,5-bisphosphate phosphodiesterase beta-3 (Homo sapiens), Q01970 | Purified PLC-beta3, fluorogenic substrate | inhibition, % at 12.2 µM | 370,000 compounds, 0.18% hits; in the data active = inhibition above about 11%;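 also: 0% = median of compound wells on plate and 100% = full blocker control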
SIAE primary – human SIAE inhibitors, primary screen, biochemical, fluorescence polarization, FP-Rh probe, 1536-well HTS | 370,000 compounds, 0.69% hits | Sialate O-acetylesterase (Homo sapiens), Q9HAT2 | SIAE FP-Rh probe binding | inhibition, % at 9.66 µM;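 active = inhibition above a cutoff: mean of compounds within the control limits plus 3 SD of those, cut at about 17% in these data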;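 also: 0% = plate median of compound wells and 100% = probe without SIAE protein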
ADAM10 inh – human ADAM10 inhibitors, primary screen, biochemical, QFRET, HTS; recombinant ADAM10, EDANS/DABCYL FRET peptide cleavage, 3 h; inhibition, % at 7 µM; 370,000 compounds, 0.62% hits; AID 720582, 2013;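 active = inhibition above a per-campaign cutoff equal to the mean of compounds falling between control-based bounds plus 3 SD, cut at about 20% in these data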;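 also: 0% = DMSO wells while the 100% control is not disclosed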
PLCg1 inh – PLC-gamma1 enzyme inhibitors, primary screen, biochemical, fluorescence, purified enzyme; 1-phosphatidylinositol 4,5-bisphosphate phosphodiesterase gamma-1 (Homo sapiens), P19174; fluorogenic substrate; inhibition, % at 12.2 µM; 370,000 compounds, 0.84% hits; AID 720700, 2013; in the data active = inhibition above about 9.5%
TDP2 absorb – human TDP2 enzyme inhibitors, primary screen, biochemical, epi absorbance, recombinant enzyme; T5PNP hydrolysis, p-nitrophenol absorbance 415 nm; Tyrosyl-DNA phosphodiesterase 2 (Homo sapiens), O95551; 370,000 compounds, 0.34% hits; inhibition, % at 12.8 µM; AID 720702, 2013;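 active = inhibition above the mean of all tested compounds plus 3 SD, set per campaign, cut at about 25% in these data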;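 also: 0% = DMSO with enzyme and 100% = buffer with substrate but no TDP2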
Target sequence (O95551 whole entry, looked up): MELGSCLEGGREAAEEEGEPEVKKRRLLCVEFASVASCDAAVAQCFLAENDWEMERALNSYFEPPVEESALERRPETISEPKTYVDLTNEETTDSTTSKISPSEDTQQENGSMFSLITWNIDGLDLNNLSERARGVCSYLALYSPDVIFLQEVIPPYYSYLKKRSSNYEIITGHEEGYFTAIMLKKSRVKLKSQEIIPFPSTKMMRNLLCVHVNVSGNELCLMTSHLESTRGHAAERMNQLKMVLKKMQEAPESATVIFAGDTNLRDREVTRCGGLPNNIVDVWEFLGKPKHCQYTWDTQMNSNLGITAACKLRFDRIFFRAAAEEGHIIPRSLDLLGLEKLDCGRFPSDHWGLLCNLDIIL
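Test system: Human TDP2 enzyme | Reagent: 5 mM T5PNP | Compound dosing: 12.8 µM single point, 1% DMSO | Incubation: Enzyme reaction with compound for 2 h at 37 °C | Technique: p-Nitrophenol epi absorbance | Read-out: % inhibition relative to enzyme-containing and enzyme-free wells | Benchmarks: High control without enzyme, low control DMSO plus TDP2 | Replicates: Singlicate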
ASAP1 GAP inh – inhibitors of human ASAP1 ArfGAP activity, primary screen, biochemical, fluorescence polarization; Arf-GAP with SH3 domain, ANK repeat and PH domain-containing protein 1 (Homo sapiens), …; ASAP1-stimulated ARF1 GTP hydrolysis, GDP FP detection; inhibition, % at 16.5 µM; 360,000 compounds, 0.19% hits; AID 624377, 2012; in the data active = inhibition above about 25%;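 also: 0% = vehicle with enzyme and substrate and 100% = no enzyme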
Target sequence (Q9ULH1 325-724 limits assumed): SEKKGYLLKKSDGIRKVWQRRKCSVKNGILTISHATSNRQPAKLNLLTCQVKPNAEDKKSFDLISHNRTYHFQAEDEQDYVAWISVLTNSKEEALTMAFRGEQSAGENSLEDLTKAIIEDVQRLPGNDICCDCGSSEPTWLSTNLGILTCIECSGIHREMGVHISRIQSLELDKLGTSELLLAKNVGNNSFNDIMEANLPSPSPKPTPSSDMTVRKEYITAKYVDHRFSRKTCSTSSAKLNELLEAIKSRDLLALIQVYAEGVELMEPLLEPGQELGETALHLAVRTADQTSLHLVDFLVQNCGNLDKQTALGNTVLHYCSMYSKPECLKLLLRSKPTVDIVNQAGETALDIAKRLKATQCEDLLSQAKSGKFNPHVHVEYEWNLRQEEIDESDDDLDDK
ARFGAP1 inh – inhibitors of rat ARFGAP1 GAP activity, primary screen, biochemical, fluorescence polarization, GDP tracer. inhibition, % at 16.5 µM. ADP-ribosylation factor GTPase-activating protein 1 (Rattus norvegicus), Q62848. 360,000 compounds, 0.26% hits. Arfgap1-stimulated ARF1 GTP hydrolysis, GDP FP detection;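 active = inhibition above a per-plate limit, mean inhibition of low control wells plus 3 SD, cut at about 25% in these data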;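 also: 0% = DMSO wells with enzyme and 100% = wells lacking Arfgap1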
Target sequence (Q62848 1-136 limits assumed): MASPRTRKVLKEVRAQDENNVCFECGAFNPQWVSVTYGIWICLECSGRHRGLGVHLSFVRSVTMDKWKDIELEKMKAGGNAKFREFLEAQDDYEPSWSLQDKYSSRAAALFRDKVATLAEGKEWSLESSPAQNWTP
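Repeats: one replicate per compound; assay system: rat Arfgap1 catalytic domain, aa 1-136; times: enzyme reaction 120 min at 25 °C after 20 min preincubation; detection: FP of antibody-bound GDP Alexa 633 tracer, ex 620/em 688 nm; benchmarks: high control wells lacking Arfgap1, low control full reaction with DMSO; reagent: human ARF1(Δ1-17)-GTP substrate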
DDE Tn7 FP inh – inhibitors of Tn7 peptide binding to fibrin DD(E), primary screen, biochemical, fluorescence polarization, human fibrin, Tn7 probe | FP displacement of FITC-Tn7 peptide from fibrin DD(E); 0% = median of compound wells per plate | 370,000 compounds, 0.13% hits | AID 720508, 2013 | inhibition, % at 8.3 µM;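 active = inhibition above the mean of compounds falling within the control limits plus 3 SD of them, cut at about 14% in these data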;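 also: 0% = plate median of compound wells and 100% = 10 µM Aha-Tn7 peptide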
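System: human fibrin DD(E); quantity: Fibrin-DD(E) at 2 µM final; also added: fluorescent Tn7 probe at 0.1 µM; compound dosing: single nominal test concentration of 8.3 µM per compound; schedule: 10 min preincubation, 3 h with tracer, room temperature; detection: fluorescence polarization of the labelled Tn7 tracer; repeats: one replicate per compound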
ADAM17 inh – ADAM17 inhibitors, primary screen, biochemical, QFRET; inhibition, % at 6.95 µM; recombinant ADAM17, EDANS/DABCYL FRET peptide cleavage; 370,000 compounds, 0.83% hits; Disintegrin and metalloproteinase domain-containing protein 17 (Homo sapiens), P78536;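 active = inhibition above the mean of compounds lying between control limits plus 3 SD, set per campaign, cut at about 8.5% in these data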;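 also: 0% = DMSO-only wells as the low control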
* marks the source's active call; other numbers are inactive results; i = inactive; x = not tested or not shown.

SMILES	Tn6 DDE FP	PLC-beta3 inh	SIAE primary	ADAM10 inh	PLCg1 inh	TDP2 absorb	ASAP1 GAP inh	ARFGAP1 inh	DDE Tn7 FP inh	ADAM17 inh
S=C(Nc1ccc(Nc2ccccc2)cc1)Nc1ccccn1	-1	-1	32*	11	8	-14	2	4	-10	8
CCOC(=O)C1=CCC2C(=O)N(C3CCCCC3)C(=O)C12 (stereo not drawn)	8	2	-2	4	-1	4	-5	8	6	-2
COc1ccc(CC(=O)N(Cc2ccccc2)c2ccccc2C(=O)Nc2cc(OC)ccc2OC)cc1	-5	-20	-3	3	-14	2	x	x	-6	1
CCC(C)[C@H](NC(=O)C1CC(=O)N(c2ccc(OC)cc2)C1)C(=O)N1CCCCC1 (stereo partly drawn)	5	-8	-2	2	1	-6	-6	-1	6	-4
COc1ccccc1/C=C/C=N/n1c(-c2ccc(Cl)cc2Cl)n[nH]c1=S	5	-23	-13	1	-6	-26	-7	5	-2	5
CC1CCCN(S(=O)(=O)c2ccc(S(=O)(=O)N3CCC4(CC3)OCCO4)cc2)C1 (stereo not drawn)	1	2	4	2	0	7	-14	2	2	-2
O=C(COC(=O)c1ccc(S(=O)(=O)N2CCCC2)cc1)NCc1ccccc1	2	1	7	2	0	1	-3	-2	10	-1
COc1ccc2c(c1)C(=O)N(c1ccccc1OC)C(=O)C2	0	-6	-4	-12	-4	0	-11	-4	-3	-4
COc1ccc(Br)c(C(=O)OCC(=O)N2CCC(Cc3ccccc3)CC2)c1	6	-6	13	10	2	-13	0	-10	1	4
CC(C)(C)c1nnc(NS(=O)(=O)c2ccc([N+](=O)[O-])cc2)s1	-8	-3	-6	-4	-1	-4	-14	8	-4	-2
O=C1Nc2ccc(S(=O)(=O)N3CCCC3C(=O)O)c3cccc1c23 (stereo not drawn)	-2	-261	3	-204	-201	-1	5	12	0	-54
COCCn1c(=S)[nH]c2cc(C(=O)NCCc3ccc(OC)c(OC)c3)ccc2c1=O	2	-2	4	-4	-1	0	-5	5	-7	-6
Cc1cc(O)ccc1NC1=CC(=O)CC(C)(C)C1	-9	-37	11	-23	-33	1	0	6	0	-6
COc1ccc(C(=O)Nc2cc(C)cc(C)c2)cc1S(=O)(=O)N1CCOCC1	-5	0	-2	-2	5	5	-14	6	-3	0
CCCN1C(=O)/C(=c2\sc3nc(=O)c(Cc4ccc(C)cc4)nn3c2=O)c2ccccc21	1	-1	4	-2	0	-2	3	-6	-6	-1
OCc1cccc(Nc2ncnc3sc4c(c23)CCCCC4)c1	-3	-5	-7	14	-3	4	-10	-9	-3	1
Cc1nc(Oc2ccc(Cl)cc2)c2oc3ccccc3c2n1	-5	1	-1	5	-2	7	-2	4	1	1
COc1ccc(C(=O)Nc2cc(OC)nc(OC)n2)cc1	-5	2	-2	-4	3	8	8	17	-4	0
COc1ccc(NC(=O)COc2ccc(S(=O)(=O)N3CCOCC3)cc2C)cc1OC	-3	-8	0	2	0	-7	6	8	-7	-1
O=C(/C=C/c1cccc(Br)c1)OCC(=O)N1CCN(c2ccccc2)CC1	-1	-4	3	3	2	-1	-4	-4	-2	1
CC(C)(C)c1ccccc1NC(=O)Nc1nc(C(N)Cc2ccc(F)cc2)cs1 (stereo not drawn)	5	2	-13	11	8	-13	24	15	-8	5
COc1ccc(Cn2c(=S)[nH]c3cc(C(=O)N4CCCCC4)ccc3c2=O)cc1	-6	-8	-8	-4	-2	3	8	7	4	-2
Clc1ccc(Cn2ncc3c(NCc4ccco4)ncnc32)c(Cl)c1	3	0	-1	12	2	-1	4	4	7	3
CCOCCCn1c(SCC(=O)NCc2ccc3c(c2)OCO3)nc2ccccc2c1=O	-8	-1	7	2	1	3	8	0	10	-2
COCCCNC(=O)Cn1cc(/C=C(\C#N)C(=O)NC2CC2)c2ccccc21	3	-4	1	-4	-2	-14	-15	9	6	-2
O=C(NCCN1CCOCC1)c1ccc2c(c1)N(Cc1ccc(F)cc1)C(=O)c1ccccc1S2(=O)=O	-3	-4	8	0	1	-6	-1	-8	-2	0
COc1ccc(C(C(=O)NC(C)(C)C)n2c(-c3ccc(=O)[nH]c3)nc3ccccc32)cc1 (stereo not drawn)	-3	-2	-9	-4	-2	-3	-2	-2	-6	1
Cc1ccc(S(=O)(=O)NC2=NCCC2)cc1	3	-3	6	0	0	-15	-3	-9	4	-3
CCc1ccc(CN(C)C(C)C(=O)NCc2ccccc2)cc1 (stereo not drawn)	-3	-5	-4	1	0	2	-10	4	-1	-8
O=C(c1ccc2c3c(cccc13)CC2)N1CCN(c2ncccn2)CC1	-3	-4	2	0	-2	9	-3	-6	-6	-1
O=C(CN1C(=O)NC2(CCOc3ccccc32)C1=O)N1CCCCC1 (stereo not drawn)	2	-1	-10	4	8	-16	-2	0	-7	1
Cc1ccc2c(c1)N(CC(=O)NCCCN1CC(C)CC(C)C1)C(=O)c1cccnc1O2 (stereo not drawn)	-11	1	3	-7	1	7	4	-2	-7	2
O=C1CCc2cc(NS(=O)(=O)c3cc(F)ccc3F)cc3c2N1CC3	-7	-3	4	-6	4	-18	0	6	-10	-3
CCOC(=O)CC(=O)CSc1nc(N)c(C#N)c(-c2ccc(F)cc2)c1C#N	-2	-141	-9	-9	-90	14	2	-7	6	-4
CC12CCC(c3c(C(=O)N4CCOCC4)nn(-c4ccccc4)c31)C2(C)C (stereo not drawn)	2	-4	-7	0	-1	5	-13	-4	-1	-2
CCCS(=O)(=O)NC(=O)C1(C)CCN(C(=O)Cc2ccc3ccccc3c2)C1 (stereo not drawn)	6	6	6	-7	-1	-5	-3	-3	-9	-6
CCCC(=O)Nc1cccc(NC(=O)c2ccc3c(c2)OCCO3)c1	-10	2	-1	1	0	-1	-1	-6	0	-1
O=C(O)C(Cc1c[nH]c2ccccc12)N1Cc2ccccc2C1=O (stereo not drawn)	-3	-4	-3	-16	-4	9	2	1	2	-3
COc1cc(N)c2ncccc2c1SC	6	-45	12	-27	-28	45*	-13	-6	2	-8
COCCN(CCOC)C(=S)Nc1cc(S(=O)(=O)N(C)C)ccc1C	-3	-6	20*	5	5	5	2	-6	4	1

SIAE primary: hit marks shown above.
SMILES	Tn6 DDE FP	PLC-beta3 inh	SIAE primary	ADAM10 inh	PLCg1 inh	TDP2 absorb	ASAP1 GAP inh	ARFGAP1 inh	DDE Tn7 FP inh	ADAM17 inh
S=C(Nc1ccc(Nc2ccccc2)cc1)Nc1ccccn1	-1	-1	32*	11	8	-14	2	4	-10	8
COCCN(CCOC)C(=S)Nc1cc(S(=O)(=O)N(C)C)ccc1C	-3	-6	20*	5	5	5	2	-6	4	1

The listing continues:
SMILES	Tn6 DDE FP	PLC-beta3 inh	SIAE primary	ADAM10 inh	PLCg1 inh	TDP2 absorb	ASAP1 GAP inh	ARFGAP1 inh	DDE Tn7 FP inh	ADAM17 inh
Oc1ccccc1-c1cc(-c2ccccc2)no1	-6	-55	-3	6	-30	3	3	8	3	-2
CC(Sc1nncn1C)C(=O)Nc1nnc(C(C)C)s1 (stereo not drawn)	3	1	1	-3	1	-3	9	6	1	0
COc1cc2c(cc1OC)C1(CCCCC1)CN(C)C2	-2	-61	0	-71	-49	0	7	3	0	-19
Oc1ccc(Br)cc1C=Nc1ccc2c3c(cccc13)CC2	10	i	7	-45	i	2	-6	-1	8	-11
COc1ccc(S(=O)(=O)N(CC(=O)O)c2ccccn2)cc1	2	-34	0	-98	-26	6	-3	9	-10	-28
Cc1ccccc1CSCCC(=O)NCCC1=CCCCC1	5	2	6	11	0	-1	6	2	5	4
CC(C)c1nnc(NC(=O)COc2ccc3c(c2)OCO3)s1	4	2	5	-2	-3	-4	-2	-2	1	-1
Cc1ccc(NC(=O)CSCC(=O)NCCc2ccccc2)c(C)c1	9	-4	-1	-2	-2	-1	-2	3	-1	-1
O=C(NC1CCOc2ccccc21)c1ccc(=O)[nH]c1 (stereo not drawn)	-4	4	4	10	6	-13	-6	-1	2	-2
COc1cc(S(=O)(=O)Nc2ccc(C)cc2)ccc1N=Cc1c(C)[nH]n(-c2ccccc2)c1=O	2	-2	-44	8	-2	9	8	16	4	5
CCSc1sccc1C1C(C#N)=C(N)N(c2cccnc2)C2=C1C(=O)CCC2 (stereo not drawn)	7	-44	-1	-25	-37	-1	-3	6	4	-7

Complete entries as entered above.
Oc1ccc(Br)cc1C=Nc1ccc2c3c(cccc13)CC2 reads Tn6 DDE FP = 10; PLC-beta3 inh = i; SIAE primary = 7; ADAM10 inh = -45; PLCg1 inh = i; TDP2 absorb = 2; ASAP1 GAP inh = -6; ARFGAP1 inh = -1; DDE Tn7 FP inh = 8; ADAM17 inh = -11
COc1cc2c(cc1OC)C1(CCCCC1)CN(C)C2 reads Tn6 DDE FP = -2; PLC-beta3 inh = -61; SIAE primary = 0; ADAM10 inh = -71; PLCg1 inh = -49; TDP2 absorb = 0; ASAP1 GAP inh = 7; ARFGAP1 inh = 3; DDE Tn7 FP inh = 0; ADAM17 inh = -19

4 compounds out of the list above, sorted by the number in DDE Tn7 FP inh, high to low:
SMILES	Tn6 DDE FP	PLC-beta3 inh	SIAE primary	ADAM10 inh	PLCg1 inh	TDP2 absorb	ASAP1 GAP inh	ARFGAP1 inh	DDE Tn7 FP inh	ADAM17 inh
Cc1ccccc1CSCCC(=O)NCCC1=CCCCC1	5	2	6	11	0	-1	6	2	5	4
CCSc1sccc1C1C(C#N)=C(N)N(c2cccnc2)C2=C1C(=O)CCC2 (stereo not drawn)	7	-44	-1	-25	-37	-1	-3	6	4	-7
CC(C)c1nnc(NC(=O)COc2ccc3c(c2)OCO3)s1	4	2	5	-2	-3	-4	-2	-2	1	-1
Cc1ccc(NC(=O)CSCC(=O)NCCc2ccccc2)c(C)c1	9	-4	-1	-2	-2	-1	-2	3	-1	-1
